From PubChem
OX1R antag-1 = OX1R (HCRTR1) antagonists, primary screen, fluorescence, CHO/OX1R cells, Fluo-8 calcium, orexin A; AID 434989, 2010; Fluo-8 calcium fluorescence; Orexin/Hypocretin receptor type 1 (Homo sapiens), O43613; 330,000 tested, 0.43% active; inhibition, % at 5 µM;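 active means inhibition above its plate's threshold, mean inhibition of all tested compounds on the plate plus 3 SD, cut at about 37% in these data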;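 further: 0% = orexin A challenge wells and 100% = SB-334867-A antagonist wells; not every result past the cut was called active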
CHT allo act = CHT positive allosteric modulators, primary screen, cell-based, membrane potential dye, choline EC20; High affinity choline transporter 1 (Homo sapiens), Q9GZV3; CHT-expressing cells; hits give high values; LV-AA mutant CHT in HEK293 cells; B-score at 10 µM; 310,000 tested, 0.49% active; AID 488977, 2010;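 active means initial fluorescence not abnormally high and integrated response B-score, plate-corrected, over 3 SD above library mean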
Target sequence (Q9GZV3 whole entry, looked up): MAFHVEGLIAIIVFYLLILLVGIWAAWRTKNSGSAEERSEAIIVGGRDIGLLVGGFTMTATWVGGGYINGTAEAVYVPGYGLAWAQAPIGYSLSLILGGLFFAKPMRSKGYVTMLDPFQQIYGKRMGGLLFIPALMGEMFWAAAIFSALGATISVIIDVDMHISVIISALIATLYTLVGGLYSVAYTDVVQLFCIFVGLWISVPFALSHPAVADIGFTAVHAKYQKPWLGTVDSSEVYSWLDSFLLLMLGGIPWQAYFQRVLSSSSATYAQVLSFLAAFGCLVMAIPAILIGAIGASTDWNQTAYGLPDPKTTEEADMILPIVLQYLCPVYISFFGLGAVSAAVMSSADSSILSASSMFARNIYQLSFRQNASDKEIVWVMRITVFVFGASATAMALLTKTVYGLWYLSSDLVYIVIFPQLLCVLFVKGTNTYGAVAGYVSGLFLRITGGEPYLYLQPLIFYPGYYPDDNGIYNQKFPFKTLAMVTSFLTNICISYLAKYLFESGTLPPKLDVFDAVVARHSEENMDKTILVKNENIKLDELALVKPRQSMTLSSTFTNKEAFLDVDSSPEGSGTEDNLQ
OX1R antag-2 = antagonists of human orexin 1 receptor (OX1R). inhibition, % at 6.6 µM. Orexin/Hypocretin receptor type 1 (Homo sapiens), O43613. OX1R-expressing cells, FRET antagonist read-out. 330,000 tested, 1.8% active. AID 485270, 2010; in the data active means inhibition mostly above about 38%, no sharp cut-off; inactive means mostly below about 40%;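 further: 0% = agonist challenge alone and 100% = reference antagonist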
Starred values were filed as active, the others as inactive; i = inactive; / = no result given; & = joins results of further samples.

SMILES	OX1R antag-1	CHT allo act	OX1R antag-2
COc1cccc(N(C(=O)c2ccn[nH]2)C2(C(=O)Nc3c(C)cccc3C)CCCCC2)c1	-20	i	24
COc1ccc(CNC(=O)CCSCc2cccc(Cl)c2)cc1	-32	i	15
O=C(NCc1nc2ccccc2[nH]1)c1ccc(S(=O)(=O)N2CCCC2)cc1	-14	i	23
CCC1CCCCN1C/C=C/c1ccccc1[N+](=O)[O-] (centres undefined)	-30	i	13
O=C(CNCc1ccncc1)Nc1cc(S(=O)(=O)N2CCCCC2)ccc1Cl	-17	i	6
CCOC(=O)c1c(NC(C)=O)sc2c(OCC(O)CNC(C)(C)C)c(Br)ccc12 (centres undefined)	-22	i	13
COc1cc(NC(=O)CSc2ccc(-c3ccccn3)nn2)cc(OC)c1	2	i	60*
COc1ccc(CNc2nc3ccccc3n2C(C)C)cc1	-18	i	16
COc1ccc(-c2nnc(SCC(=O)NC3CCCc4ccccc43)n2N)cc1 (centres undefined)	-21	i	21
O=C(Nc1ccccc1N1CCN(c2ccccc2)CC1)c1ccccc1	-35	i	11
N#Cc1c(N)nc(SCC(=O)NCc2ccc3c(c2)OCO3)c(C#N)c1-c1cccs1	-10	i	31
CCN1CC(=O)Nc2cc(S(=O)(=O)N3CCOCC3)ccc21	-2	i	7
O=C(NC1CCCC1)c1ccc(Cl)c(S(=O)(=O)N2CCOCC2)c1	-11	i	13
Cc1ccc(C)c(N2CCN(C(=O)c3cn(C)c4ccc(S(=O)(=O)N(C)C)cc4c3=O)CC2)c1	-16	i	-3
Cc1cc(C)nc(/N=C2\NC(=O)CC(C(=O)O)N2c2ccc(C)c(C)c2)n1 (centres undefined)	-2	i	15
O=C(CCN1Cc2ccccc2C1)c1ccc2c(c1)OCCO2	-8	i	12
Nc1sc2c(c1C(=O)NCCc1ccccc1)CCC2	-36	i	5
CC(NC(=O)Cc1ccc(F)cc1)c1ccccc1 (centres undefined)	-19	i	11
Cc1ccccc1C(=O)Nc1ccccc1C(=O)N1CCC(C)CC1	-25	i	26
COc1ccc(-c2nc(CS(=O)CC(=O)NC(C)CCc3ccccc3)c(C)o2)cc1OC (centres undefined)	-11	i	7
Cc1cc(C)c(C(=O)/C=C/c2cccc3ccccc23)c(=O)[nH]1	-39	i	13
CCN1CCCC1CNC(=O)C(=O)Nc1ccc(OC)cc1 (centres undefined)	-7	i	9
CCC1Oc2ccccc2N(CC(=O)NCCN2C(C)CCCC2C)C1=O (centres undefined)	-16	i	18
COCCNC(=S)N1CCc2cc(OC)c(OC)cc2C1COc1cc(C)cc(C)c1 (centres undefined)	-32	i	18
COc1ccc(-n2c(CSc3nc(C)cc(C)n3)nnc2SCC(=O)Nc2nccs2)cc1	12	i	-1
SMILES	OX1R antag-1	CHT allo act	OX1R antag-2
COc1cc(/C=N/NC(=O)c2ccc(N(C)S(=O)(=O)c3ccccc3)cc2)cc(OC)c1OC	-13	i	20
CCCCCSc1nc2c(cnn2-c2ccc(F)cc2)c(=O)[nH]1	-20	i	5
CN1C(=O)c2ccccc2C(O)c2ccccc21 (centres undefined)	-13	i	3
Oc1cccc(/C=N/Nc2ncnc3c2ncn3Cc2ccccc2)c1	-16	i	-3
CCCOc1ccccc1C(=O)N1CCNC(=O)C1CC(=O)OC(C)C (centres undefined)	-22	i	3
CCC(=O)N1CCN(CCN=CC2=C(O)CC(c3cccs3)CC2=O)CC1 (centres undefined)	-27	i	0
CC(C)Sc1cc(N2CCOCC2)nc(-c2ccccc2)n1	-39	i	26
Cc1ccccc1OCc1nnc(SC(C)C(=O)O)n1Cc1ccccc1 (centres undefined)	4	i	63*
Cc1ccc(-n2nnc3c(=O)n(CC(=O)c4ccccc4)cnc32)cc1	-15	i	7
Cc1cccc(C(=O)c2cccc(C)c2)c1	5	i	1
CCOC(=O)c1c(NC(=O)C(C)Sc2nnc(C)c(=O)[nH]2)sc2c1CCCC2 (centres undefined)	8	i	31
CCC(C)c1ccc(NC(=O)CSc2nncn2N)cc1 (centres undefined)	-2	i	20
Cn1c(SCC(=O)NCCNC(=O)CSc2nnc(C(F)(F)F)n2C)nnc1C(F)(F)F	-11	i	12
Cc1cc(Cl)ccc1OCC(=O)NCC(=O)N/N=C/c1ccco1	2	i	5
COc1cc(/C=N/NS(=O)(=O)c2ccc(Br)cc2)ccc1O	-19	i	23
CCN(CC)CCSc1nnc2c3cc(C)ccc3n(Cc3ccccc3)c2n1	-38	i	26
COc1ccc(CCc2nc(C)ccc2O)cc1	2&-4	i	23&13
Cc1ccc(CN2CCSc3ccc(C(=O)NCc4ccccn4)cc32)cc1	-25	i	15
C[C@]12CCC(=O)C=C1CC[C@@H]1[C@@H]2CC[C@@]2(C)[C@H]1CC[C@@]21CCC(=O)O1	-35	i	9
Cc1ccc(C)c(NC(=O)c2cc(-c3cccnc3)nc3ccccc23)c1	-23	i	9
CCN(CC)S(=O)(=O)c1ccc2c(c1)nc(CCC(=O)O)n2CC	-4	i	14
Cc1ccc(CNC(=O)C(=O)NCC2OCCCN2S(=O)(=O)c2cccs2)cc1 (centres undefined)	-17	i	11
CC(=O)c1ccc(S(=O)(=O)NC2CC2)cc1	6	i	14
O=C(COc1ccccc1Cl)NNC(=O)c1ccc2nc[nH]c2c1	3	i	6
COc1ccc(OC(=O)c2cccc(S(=O)(=O)N3CC(C)OC(C)C3)c2)cc1 (centres undefined)	15	/	9

Six structures out of the list, ordered by count of non-hydrogen atoms, high to low:
SMILES	OX1R antag-1	CHT allo act	OX1R antag-2
COc1ccc(-n2c(CSc3nc(C)cc(C)n3)nnc2SCC(=O)Nc2nccs2)cc1	12	i	-1
Cn1c(SCC(=O)NCCNC(=O)CSc2nnc(C(F)(F)F)n2C)nnc1C(F)(F)F	-11	i	12
N#Cc1c(N)nc(SCC(=O)NCc2ccc3c(c2)OCO3)c(C#N)c1-c1cccs1	-10	i	31
COc1ccc(CNC(=O)CCSCc2cccc(Cl)c2)cc1	-32	i	15
CCC(C)c1ccc(NC(=O)CSc2nncn2N)cc1 (centres undefined)	-2	i	20
CC(NC(=O)Cc1ccc(F)cc1)c1ccccc1 (centres undefined)	-19	i	11

Record cards, as listed above:
Cc1ccc(C)c(NC(=O)c2cc(-c3cccnc3)nc3ccccc23)c1 in the list: OX1R antag-1 = -23; CHT allo act = i; OX1R antag-2 = 9
Cc1cc(Cl)ccc1OCC(=O)NCC(=O)N/N=C/c1ccco1 in the list: OX1R antag-1 = 2; CHT allo act = i; OX1R antag-2 = 5
O=C(COc1ccccc1Cl)NNC(=O)c1ccc2nc[nH]c2c1 in the list: OX1R antag-1 = 3; CHT allo act = i; OX1R antag-2 = 6

(listing goes on)
SMILES	OX1R antag-1	CHT allo act	OX1R antag-2
COc1ccc(OC)c(C2C(C#N)=C(N)N(N(C)C)C3=C2C(=O)CCC3)c1 (centres undefined)	-12	i	9
COc1ccc(C(=O)O/N=C(\N)Cc2ccc(Cl)c(Cl)c2)cc1OC	-20	i	16
Cc1ccccc1C(OCC(O)CN1CCCCC1CCO)c1ccccc1 (centres undefined)	-24	i	34
CC(=O)Oc1cc2oc(=O)cc(C)c2cc1OC(C)=O	9	i	1
CCOCCCNC(=O)C1CC(=O)N(C2CCCC2)C1 (centres undefined)	-9	i	1
CC(C)C[C@@H](COc1ccccc1)N1CCN(CC(C)C)CCC1=O	-29	i	14
O=[N+]([O-])c1cc(/C=N/O)ccc1Sc1ccccc1	-3	i	32
Cc1cc2oc(=O)cc(C)c2cc1NC(=O)CCl	-8	i	2
CCN(CC)S(=O)(=O)c1ccc(N2CCOCC2)c(NC(=O)c2cc(C)cc(C)c2)c1	-25	i	0
c1cncc(-c2noc(-c3ccc4ccccc4c3)n2)c1	-13	i	8
Cn1cnnc1SCC(=O)N(Cc1ccc2c(c1)OCO2)C1(C(=O)NC2CCCCC2)CCCC1	-7	i	12
CC(=O)Nc1nnc(-c2ccccn2)o1	21	i	-3
CC(C)C(NS(=O)(=O)c1cccs1)C(=O)NCCCN1CCCCCC1 (centres undefined)	-14	i	7
Cc1ccc(S(=O)(=O)N2CCOCC2)cc1NC(=O)COc1cccc(-n2cnnn2)c1	-24	/	4
CCCN1C(=S)c2ccccc2C1c1ccccc1 (centres undefined)	-23	i	10
O=C(CCCn1c(SCC(=O)Nc2ccccc2Cl)nc2ccccc2c1=O)NCC1CCCO1 (centres undefined)	-18	i	11
COC(=O)C1=C(C)OC(N)=C(C#N)C1c1ccc(OC)c(OC)c1OC (centres undefined)	-4	i	6
COc1ccccc1CCc1nnc(CCC(=O)NCC2CCCO2)o1 (centres undefined)	-15	i	9
Cc1ccnc(NC(=O)C(Cc2ccccc2)NC(=O)c2ccccc2)c1 (centres undefined)	-22	/	-1
CC1(C)CC(=O)C(=C2SCCCS2)C(=O)C1	-10	i	21
COC(=O)C1CC(=O)N(CCc2c[nH]c3ccccc23)C1 (centres undefined)	-11	i	8
CS(=O)(=O)c1ccccc1C(=O)NCCC(c1ccccc1)c1ccccc1	-21	i	11
O=S(=O)(Nc1ccc(Cc2ccncc2)cc1)N1CCCC1	-12	i	24
COc1ccc(CCNC(=O)c2c(C)nn(CC(C)C)c2Cl)cc1	-27	i	24
COc1ccc(CNC(=O)[C@H](C)[C@@H]2C[C@@]2(C)[C@@H](NC(=O)OCc2ccccc2)c2ccccc2)cc1OC	-18	i	15

Structures above printed as active in OX1R antag-2.
mol,OX1R antag-1,OX1R antag-2
COc1cc(NC(=O)CSc2ccc(-c3ccccn3)nn2)cc(OC)c1,2,60*
Cc1ccccc1OCc1nnc(SC(C)C(=O)O)n1Cc1ccccc1 (centres undefined),4,63*

The list continues:
SMILES	OX1R antag-1	CHT allo act	OX1R antag-2
COc1cc(/C=N/NC(=O)c2cccnc2)ccc1OCC(=O)Nc1c(C)cc(C)cc1C	-13	i	2
CCCNC(=O)C(NS(=O)(=O)c1ccc2c(c1)c(=O)n(C)c(=O)n2C)c1ccccc1 (centres undefined)	-13	i	12
O=C(Nc1ccccc1C(=O)O)c1ccc(NC(=O)c2ccc(Br)o2)cc1	-15	i	-9
NC(=O)c1cccnc1Sc1ccc(Cl)cc1	-19	i	5
O=C(NCc1ccc(F)cc1)C(c1ccco1)N(C(=O)c1csnn1)C1CC1 (centres undefined)	-24	i	18
O=C(Cn1cnc2ccccc21)N/N=C/c1ccccn1	-17	i	26
S=C(Nc1ccc(Oc2ccccc2)cc1)Nc1cccnc1	-14	i	-8
CN(Cc1ccc(F)cc1)C(=O)CN1C(=O)c2ccccc2S1(=O)=O	-13	/	13
CCc1noc(C)c1C(=O)NCCc1ccccc1	7	i	13
O=C(CCN1N=C(c2ccccc2)CCC1=O)NCCCN1CCOCC1	2	i	0
CSCCNCc1cn(-c2ccc(F)cc2F)nc1-c1ccccc1C	-34	i	10
CC(c1cccnc1)N(CCN(C)C)C(=O)Nc1ccc(Cl)cc1 (centres undefined)	-7	i	7
COc1ccc(-n2nnnc2SCC(=O)Nc2nc3c(s2)CCCC3)cc1	-32	i	30
COc1ccccc1C(=O)NCCN1CCN(c2ccccc2)CC1	-41	i	5
Nc1ncc(Br)cc1S(=O)(=O)NCCC(=O)Nc1cccc(Cl)c1	6	i	13
CCC(C)C(NC(=O)c1ccccc1NC(=O)c1ccco1)C(=O)NNC(=O)c1ccc(OC)cc1 (centres undefined)	-33	i	12

Sorted by the number under OX1R antag-1 (smallest number first): some entries from above
Molecule,OX1R antag-1
O=C(Cn1cnc2ccccc21)N/N=C/c1ccccn1,-17
S=C(Nc1ccc(Oc2ccccc2)cc1)Nc1cccnc1,-14
CC(c1cccnc1)N(CCN(C)C)C(=O)Nc1ccc(Cl)cc1 (centres undefined),-7
